# DENV2 CPE: DENV2-induced cell death inhibition; DENV2-infected cells, cytopathic effect rescue, plate reader; CPE inhibition, % at 9.99 µM; hit rate 1.7% among 350,000; AID 651640; in the data active = CPE inhibition above about 20%, passing the limit was not always enough; inconclusive = no clear call, values can overlap the other calls; tested in BHK-21 cells;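 also: 0% = median of neutral control wells and 100% = median of positive control wells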
# Xi reactivation: activators of X-chromosome reactivation in mouse fibroblasts; XiGFP mouse fibroblasts, % GFP-positive cells imaging, 3 d; cells co-treated with 5-aza-dC sensitizer; scaled so ellipticine positive control = 100%; activation, % at 7.58 µM; hit rate 0.055% among 360,000;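 active = mean normalized replicate activation at least 10% and every replicate at or above 10%; inconclusive = only one of the two criteria met; inactive = mean below 10% and not all replicates reach 10%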;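 also: 0% = median of on-plate neutral control wells and 100% = ellipticine 6 µM median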
#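 Material: XiGFP fibroblasts, SV40-immortalized. Buffer or medium: DMEM plus 5-aza-dC sensitizer. Compound: single concentration per compound, delivered by pin transfer. Times: 3 days compound exposure. Controls: ellipticine 6 µM.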
# RAD54 branch: RAD54 (human) branch migration inhibition; Q92698; RAD54 Holliday junction branch migration, FAM/BHQ fluorescence; inhibition, % at 10.4 µM; hit rate 0.14% among 360,000;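 active = mean normalized replicate activity at least 40 and at least half of replicates scoring 40 or more; inconclusive = only one of the two criteria met; inactive = mean below 40 and under half of replicates reaching 40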;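 also: 0% = median of neutral control wells and 100% = median of positive control wells; inhibitors cause a drop in the FAM fluorescence signal; in these data hits start at about 50%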
# Casp6 inh: caspase-6 (human) enzyme inhibition. P55212. purified caspase-6, Z-VEID-R110 cleavage fluorescence. inhibition, % at 12.5 µM. hit rate 0.53% among 350,000;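 active = mean inhibition across replicates at least about 35%, with every replicate also reaching that limit, limit read from the data; inconclusive = only one of the two criteria met; inactive = neither criterion met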;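 also: 0% = median of neutral control wells and 100% = no fluorescence left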
# Target sequence (P55212 24-179 limits assumed): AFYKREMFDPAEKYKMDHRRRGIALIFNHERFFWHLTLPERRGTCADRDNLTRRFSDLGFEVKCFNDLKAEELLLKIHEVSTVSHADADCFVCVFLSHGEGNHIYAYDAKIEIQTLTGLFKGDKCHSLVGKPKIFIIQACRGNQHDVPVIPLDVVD
# Target sequence (P55212 194-293 limits assumed): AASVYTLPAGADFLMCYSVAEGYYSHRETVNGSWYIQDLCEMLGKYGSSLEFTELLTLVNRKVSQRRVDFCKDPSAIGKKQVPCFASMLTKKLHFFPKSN
# CFTR F508del cor: correctors of CFTR F508del function in bronchial epithelial cells. CFBE cells, YFP halide quenching; stimulated with forskolin plus potentiator P3; % fluorescence drop versus neutral controls. activity (quench increase), % at 7.58 µM. hit rate 0.36% among 350,000;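 active = mean added fluorescence quench of at least 8% versus neutral control, with both replicates also reaching 8%; inconclusive = only one of the mean or replicate conditions met; inactive = mean below 8% and not both replicates reaching 8%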;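 also: cells transiently co-express mutant CFTR-F508del with the halide-sensitive YFP; corrector assay measuring rescue of mutant channel to the surface after 24 h compound exposure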
# INS-1E GSIS act: GLuc luminescence reporter in INS-1E cells, primary screen for activators of glucose-dependent secretion of insulin; INS-1E GLuc reporter insulin secretion, 2-3 h; activation, % at 16.6 µM; hit rate 0.61% among 370,000;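 active = lowest replicate activation of at least 40%, so every replicate reaches that level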;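 also: 0% = median of neutral control wells and 100% = median of IBMX positive control wells; some compounds called inactive have numbers as strong as hits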
# E-selectin induc: E-selectin induction on HUVECs | HUVEC E-selectin immunofluorescence imaging; normalized: neutral wells 0, TNF-alpha wells 100 | activation, % at 7.58 µM | hit rate 0.37% among 260,000 | AID 686992;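 active = mean E-selectin-positive cell signal at least 10% of the positive control, reached in at least 60% of replicates, without over 20% cell loss; inconclusive = no rule given, readout overlaps actives, possibly toxicity-flagged; inactive = the rest, including those meeting only one limit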;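 also: in these data hits start at about 27%; measured in HUVEC primary endothelial cells; signal is the percent of cells scored E-selectin positive by PE staining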
# Target sequence (P16581 whole entry, looked up): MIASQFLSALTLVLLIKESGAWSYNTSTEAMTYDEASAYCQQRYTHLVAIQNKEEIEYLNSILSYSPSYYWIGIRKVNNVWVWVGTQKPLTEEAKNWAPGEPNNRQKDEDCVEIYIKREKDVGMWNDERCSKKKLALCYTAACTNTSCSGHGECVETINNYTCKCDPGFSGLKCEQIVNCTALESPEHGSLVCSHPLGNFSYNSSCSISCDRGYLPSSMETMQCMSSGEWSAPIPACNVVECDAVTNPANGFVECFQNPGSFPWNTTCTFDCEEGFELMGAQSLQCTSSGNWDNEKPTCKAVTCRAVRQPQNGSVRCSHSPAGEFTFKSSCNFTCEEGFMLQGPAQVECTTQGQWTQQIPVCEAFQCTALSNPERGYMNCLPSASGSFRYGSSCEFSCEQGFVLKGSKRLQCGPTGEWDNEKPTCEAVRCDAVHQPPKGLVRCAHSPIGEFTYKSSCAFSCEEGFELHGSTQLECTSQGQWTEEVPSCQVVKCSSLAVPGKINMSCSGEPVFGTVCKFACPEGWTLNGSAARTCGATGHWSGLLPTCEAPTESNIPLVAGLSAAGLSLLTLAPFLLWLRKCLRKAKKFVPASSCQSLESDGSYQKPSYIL
#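 System: HUVEC, human umbilical vein endothelial cells; quantity: 3,000 cells/well; buffer or medium: EGM-2 medium, gelatin-coated wells; dosing: single-point compound dose; detection: immunofluorescence imaging; evaluation: % PE-positive cells; benchmarks: TNF-alpha, DMSO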
# RAD52 inh: blocks human RAD52 DNA annealing | P43351 | recombinant RAD52 DNA annealing, FRET fluorescence | inhibition, % at 18.7 µM | hit rate 0.46% among 360,000;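 active = every replicate showing at least 50% inhibition; inconclusive = mean inhibition at least 50% but not in every replicate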
# * hit, by the source's call; ? = inconclusive; nt = not tested or not shown. Rows were taken by chance. About 3.7% of those tested had a hit in this group.
SMILES,DENV2 CPE,Xi reactivation,RAD54 branch,Casp6 inh,CFTR F508del cor,INS-1E GSIS act,E-selectin induc,RAD52 inh
Cc1c(C(=O)NC(=S)NCc2cccnc2)oc2ccccc12,-3,0.1,nt,-6,-0.2,5,-0.3,-1
CCCNC(=O)N(C)C[C@H]1Oc2cc(C#CCC(C)C)ccc2S(=O)(=O)N([C@H](C)CO)C[C@@H]1C,13,-1.3,1,1,-0.8,-44,-0.4,16
CC(=O)NC(c1cccs1)c1cc(Cl)c2ccccc2c1O (centres undefined),-13,-0.2,-5,0,2.6,6,0.1,-13
C[C@@H](NC(=O)C[C@@H]1CC[C@@H]2[C@H](COC[C@H](O)CN2Cc2ccc(C(F)(F)F)cc2)O1)c1ccccc1,-3,0.1,-1,1,3.3,-15,0.2,-5
CN1c2ccc(Br)cc2[C@H]2[C@H](CCN2C(=O)c2ccc(F)cc2)[C@H]1CO,-6,0.2,-6,0,-0.2,-16,-0.1,-13
C[C@H]1CN([C@@H](C)CO)C(=O)Cc2cc(NC(=O)C3CCCCC3)ccc2O[C@H]1CN(C)CC1CC1,11,-0.1,14,-6,-0.6,-5,-0.1,13
CC(C)OCCCn1c(=N)c(S(=O)(=O)c2ccccc2)cc2c(=O)n3ccccc3nc21,-5,0.0,2,nt,0.4,-3,nt,-19
Cn1c2c(c(=O)n(C)c1=O)C(c1ccccc1Cl)CC(=O)N2 (centres undefined),-2,0.1,1,-1,1.2,nt,-0.2,3
C[C@H]1CCCCO[C@H](CN(C)C(=O)Cc2ccccc2)[C@@H](C)CN([C@@H](C)CO)C(=O)c2cc(NC(=O)Nc3ccccc3)ccc2O1,-14,-0.1,3,0,3.4,-17,nt,2
CO[C@H]1CN(C)C(=O)c2cc(NC(C)=O)ccc2OC[C@@H](C)N(C(=O)C2CCC2)C[C@@H]1C,9,0.1,0,0,-1.0,-4,0.0,-12
CCc1cc(=O)[nH]c(SCC(=O)Nc2cc(C)on2)n1,-1,0.1,0,3,-1.6,34,0.8,-6
C=CCc1cc(OC)ccc1OCC(O)CN1CCN(c2ccc(OC)cc2)CC1 (centres undefined),3,0.0,-2,3,-2.1,-46,nt,-19
Nc1c(S(=O)(=O)O)cc(NC(=O)c2ccccc2)c2c1C(=O)c1ccccc1C2=O,nt,nt,-3,9,nt,11,nt,-35
CC[C@]12c3[nH]c4ccc(OC)cc4c3CCN1C(=O)C(CC(=O)NCCCn1ccnc1)C[C@@H]2C(=O)N1CCN(C(=O)c2ccco2)CC1 (some centres undefined),0,nt,2,-26,-2.0,13,0.0,-1
C[C@@H]1CN([C@H](C)CO)C(=O)c2cccc(NC(=O)C3CC3)c2O[C@@H]1CN(C)CC1CC1,-4,0.0,9,1,0.4,8,77*,-2
COc1ccc(C(CNC(=O)COc2ccccc2-c2ccccc2)N2CCOCC2)cc1 (centres undefined),10,1.2,nt,-3,-3.1,-38,nt,-12
C=CCNC(=O)[C@@H]1[C@H]2C(=O)O[C@H](c3ccccc3)[C@H](c3ccccc3)N2[C@H](c2ccc(O)cc2)[C@@]12C(=O)Nc1ccc(C#CCC(C(=O)OC)C(=O)OC)cc12,32*,nt,1,1,-0.6,nt,nt,-8
Cc1ccc(NC(=O)[C@@H](C)NC(=O)[C@@H]2Cc3ccccc3CN2)cc1,-6,0.1,3,-5,-2.1,4,nt,-15
COc1ccc(C2/C=C\CN(S(=O)(=O)c3cccs3)CC(=O)N2Cc2ccc(F)cc2)cc1 (centres undefined),-3,0.1,2,-3,-1.1,-23,0.1,-57
Cc1nn(C2CCS(=O)(=O)C2)c(C)c1CN(C)C(=O)c1ccccc1 (centres undefined),4,0.1,5,-1,0.7,15,nt,3
CN(C)C(=O)CN(c1ccc2c(c1)OCO2)S(C)(=O)=O,nt,nt,0,11,1.1,9,nt,-15
Cc1ccc(N(C(=O)CCC(=O)Nc2nccs2)C(C(=O)NC(C)(C)C)c2ccc(O)cc2)cc1 (centres undefined),2,0.0,-4,2,-1.2,14,nt,0
C[C@H](CO)N1C[C@H](C)[C@H](CN(C)Cc2ccccn2)Oc2cc(C3=CCCC3)ccc2S1(=O)=O,-1,-1.6,-6,-2,0.6,-10,-1.1,5
CCCCNC(c1ccccc1)c1ccncc1 (centres undefined),-5,nt,-1,-3,-1.3,0,nt,-19
C=CCNc1nc(-c2cccs2)c(CC(=O)O)s1,1,-0.1,-24,7,-1.0,15,0.1,-18
C[C@@H]1CN([C@H](C)CO)C(=O)c2cc(-c3cccc(F)c3)cnc2O[C@H]1CN(C)Cc1ccccc1,0,2.6,2,2,-2.1,-1,0.2,6
CC1Cc2nc(SCC(N)=O)n(C)c(=O)c2S1 (centres undefined),1,0.5,6,-1,-6.2,9,0.3,2
C[C@@H]1CN([C@H](C)CO)C(=O)c2cc(NC(=O)Nc3ccc(C(F)(F)F)cc3)ccc2O[C@H]1CN(C)Cc1ccc(C(=O)O)cc1,?,-0.2,1,2,-2.1,-9,0.2,1
COc1cccc(-c2cnc3c(c2)C(=O)N([C@@H](C)CO)C[C@@H](C)[C@H](CN(C)Cc2ccc(C(=O)O)cc2)O3)c1,0,-0.9,5,-2,3.0,21,-0.1,2
CCC(=O)N1CCCCN2[C@H](C1)[C@@H](c1ccc(C#Cc3ccccc3F)cc1)[C@@H]2CO,-20,-0.1,-7,18,6.4,-19,-0.6,3
CC1CCN(c2[nH]c(=S)c(C#N)c3c2CCCC3)CC1,nt,nt,-2,0,nt,2,nt,-2
C[C@H]1CN([C@@H](C)CO)S(=O)(=O)c2ccc(C3=CCCCC3)cc2O[C@@H]1CN(C)C(=O)C1CCOCC1,0,-0.2,-2,-7,-1.8,-9,0.2,17
NC(=O)CC(NC(=O)Cc1ccc(Br)cc1)c1ccc(NCCN2CCCCC2)c([N+](=O)[O-])c1 (centres undefined),1,0.2,-5,-6,3.9,-1,0.0,3
Cc1cccc(CN2CCN(c3nc4nonc4nc3NC3CC3)CC2)c1,3,0.2,-17,nt,4.0,-19,nt,-84
O=C(COC(=O)c1cccnc1Cl)Nc1ncc(Cl)cc1Cl,-13,0.0,3,2,-0.5,5,0.0,-18
CC(C)n1nccc1NC(=O)Nc1ccccc1,0,0.1,2,3,0.4,-12,0.0,-7
CN(C)CC1CCC/C(=C\c2ccc(OC(=O)c3ccc(Cl)cc3)cc2)C1=O (centres undefined),12,0.6,nt,0,-1.0,nt,-0.3,-11
O=C(N/N=C/c1ccc(Cl)cc1)C1CC12CCC2 (centres undefined),5,0.0,11,3,4.0,nt,1.0,-3
COc1ccc(S(=O)(=O)Nc2ccccn2)cc1C,5,0.0,nt,1,nt,11,nt,-8
CCC(=O)N1CC(=O)N2[C@@H](CO)[C@@H](c3ccc(C#Cc4cccc(OC)c4)cc3)[C@@H]2C1,8,0.1,nt,0,2.1,-12,-0.1,1
Cc1nc(Nc2cccc(C(C)O)c2)c2nnn(Cc3ccc(F)cc3)c2n1 (centres undefined),3,0.1,11,-4,0.8,-28,1.4,11
CCn1cc(C(=O)NCCCOC)c(=O)c2cc(S(=O)(=O)N(C)C)ccc21,20,0.2,2,0,5.6,19,-0.2,-8
CCOC(=O)C(CCCCOc1ccc([N+](=O)[O-])cc1)C(=O)OCC,5,nt,-4,0,2.1,-8,nt,0
COc1ccc(CN(C)CC(=O)Nc2cccc(S(N)(=O)=O)c2)c(OC)c1OC,6,0.1,nt,4,4.2,29,1.5,-3
Cc1cc(C)cc(OCC(=O)Nc2cccc(-c3nc4ncccc4o3)c2)c1,-5,0.0,5,-3,-2.8,-9,3.4,-3
COCCN(CCOC)C(=O)COC(=O)c1ccc(Cl)c(S(=O)(=O)N(C)c2ccccc2)c1,nt,0.1,nt,-3,-2.7,-15,nt,-11
CCN1[C@@H]2c3ccc(-c4ccccc4)c(=O)n3C[C@@H]2[C@@H](CO)[C@@H]1C(=O)Nc1ccccc1,13,0.6,1,1,-2.9,0,-0.3,10
C=CCn1c(Oc2ccccc2)nc2c1c(=O)n(C)c(=O)n2C,2,0.1,nt,1,0.2,-6,nt,-9
CC(NS(=O)(=O)c1c(N)n(C)c(=O)n(C)c1=O)c1ccccc1 (centres undefined),12,0.0,9,4,-1.8,24,-0.3,-12
C[C@@H]1CN([C@@H](C)CO)C(=O)c2cc(-c3ccccc3F)cnc2O[C@@H]1CN(C)Cc1cccc(C(=O)O)c1,6,0.2,-5,3,-3.5,-7,0.0,8
O=[N+]([O-])c1ccc(/C=C/c2ccc3cccc(O)c3n2)cc1,0,0.2,10,-1,3.8,5,0.0,-22
Cc1nc(-c2ccc(Cl)cc2)sc1C1(C)CC(c2ccccc2Br)=NO1 (centres undefined),-3,0.0,-8,-1,-1.9,nt,0.4,10
COc1ccc(NC(=O)c2cc(S(=O)(=O)N3CCCCC3)ccc2C)cc1S(=O)(=O)N1CCOCC1,?,0.2,4,0,-1.2,-16,1.1,-6
CCc1nc2c(OCc3cccc(OC)c3)cccn2c1N(C)C(=O)C(C)C,4,0.5,-6,1,-4.6,-9,-0.2,7
COc1ccc(OCCN2CCC(C(=O)NC(c3ccc(Cl)cc3)c3cccnc3)CC2)cc1 (centres undefined),-2,-0.1,-1,-6,-0.2,-10,0.0,1
COCc1cc(N2CCN(C(=O)OC(C)(C)C)C[C@H]2C)ccc1Br,3,0.1,nt,-1,-2.3,nt,0.2,0
COc1ccc(C(C)(C)C)cc1N1C(=O)[C@@H]2CSCCS(=O)(=O)N2C1=O,?,0.3,nt,2,1.2,-9,-0.1,1
CC(=O)N1CCN(c2ccc(NC(=O)C(C)Oc3ccc(Cl)cc3Cl)cc2)CC1 (centres undefined),nt,nt,-4,-2,nt,3,nt,3
COc1ccc(C(=O)O/N=C(\C)c2cnccn2)cc1,-2,0.0,nt,nt,1.3,-11,nt,-1
Cc1[nH]c(C)c2c(=O)n(Cc3ccccc3Cl)ncc12,-1,0.2,-1,-5,-0.7,0,nt,-23
# Next section
SMILES,DENV2 CPE,Xi reactivation,RAD54 branch,Casp6 inh,CFTR F508del cor,INS-1E GSIS act,E-selectin induc,RAD52 inh
COc1ccc(C(=O)N[C@H](C(=O)NCc2ccccc2)C(C)C)cc1,1,0.0,-7,1,-0.4,-7,0.3,-19
CO[C@@H]1CN(C)C(=O)c2cc(NC(=O)C3CCC3)ccc2OC[C@@H](C)NC[C@H]1C,-5,-0.6,11,0,0.1,23,-0.1,-1
Cc1csc(NC(=O)c2ccc(C)o2)n1,9,0.5,nt,-1,nt,8,1.4,-9
COc1ccc(NC(=O)C2CCCN(S(=O)(=O)c3ccc4[nH]c(=O)ccc4c3)C2)cc1 (centres undefined),16,0.1,-14,-2,-2.3,-9,-0.2,-10
Nc1ccc(N2CCN(c3ccc(Cl)c(Cl)c3)CC2)cc1,2,0.1,nt,-1,2.3,nt,nt,-14
NS(=O)(=O)c1cccc(NC(=O)CCS(=O)(=O)c2ccc(Cl)cc2)c1,-4,-0.2,-15,3,2.5,5,0.1,-1
O=C(Nc1ccon1)c1ccc(Br)o1,8,nt,2,0,-0.7,-5,nt,-10

# Compound activity: PubChem BioAssay, Broad Institute
